Cneo AK release: Cryptococcus neoformans cell lysis inducers, primary screen, AK release luminescence, single concentration. C. neoformans lysis, adenylate kinase release luminescence, 4 h; normalised: neutral wells 0, clomiphene wells 100. 0.2% of 360,000 active. lysis activity, % at 15 µM;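 active = mean lysis activity across replicates of at least 80%, whatever share of replicates individually reach that level; inactive = mean lysis activity below 80%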
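Material – Cryptococcus neoformans yeast cells · Quantity – 5 × 10^6 yeast cells/mL · Buffer or medium – YPD medium · Compound – single dose · Timing – 4 h static compound exposure, 37 °C, read 1 h post-reagent · Signal – adenylate kinase release luminescence · Read-out basis – lysis from increased AK signal · Benchmarks – Clomiphene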
miR-122 sensor: miR-122 Renilla sensor signal increase in Huh7, primary screen, miR-122 inhibitor project, cell-based, single point, plate reader. activation (reporter increase), % at 12.5 µM. 0.3% of 340,000 active. AID 602342, 2012. Huh7 miR-122 Renilla luciferase sensor, 48 h; neutral wells = 0, positive control = 100;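 active = mean replicate activation score at least 90 and every replicate individually at or above 90; inconclusive = only one of the two criteria met; inactive = neither criterion met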;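 also: higher luciferase means less miR-122 activity so hits act as miR-122 inhibitors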
C2C12 statin: suppressors of statin myotoxicity in C2C12 myotubes, primary screen, cell-based, single point, plate reader; C2C12 myotubes + simvastatin, ATP luminescence, 48 h; scaled: DMSO 0, geranylgeraniol control 100; rescue of ATP level, % at 7.49 µM; 0.78% of 330,000 active;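 active = mean ATP rescue above about 67%, or every replicate alone reaching that limit, limit read from the data, passing the limit was not always enough; inconclusive = no clear call, values can overlap the other calls; inactive = mean under the limit and some replicate under it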;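 also: myotubes were challenged with 10 µM simvastatin during compound exposure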
esBAF inh: Bmi1 luciferase reporter increase in mESCs, primary screen, esBAF inhibitor project, mouse ES cells, Bmi1 luciferase knock-in, single point. 24 h; 100% = twice the neutral-well signal. reporter increase, % at 12.5 µM. 2% of 350,000 active; in the data active = activation above about 40%; inconclusive = no clear call, values can overlap the other calls;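 also: 0% = median of the plate's neutral control wells and 100% = double that signal; a rise in the Bmi1 reporter signal indicates esBAF inhibition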
ERp5 inh: inhibitors of ERp5-driven insulin aggregation, primary screen, biochemical, turbidity, absorbance 650 nm, single point | Protein disulfide-isomerase A6 (Homo sapiens), Q15084 | 90 min | inhibition, % at 9.99 µM | 0.05% of 350,000 active | AID 651711, 2012;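 active = mean replicate inhibition above about 25%, with every replicate also reaching it, limit read from the data, passing the limit was not always enough; inconclusive = only one of those two criteria met; inactive = neither criterion met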
Target sequence (Q15084 whole entry, looked up): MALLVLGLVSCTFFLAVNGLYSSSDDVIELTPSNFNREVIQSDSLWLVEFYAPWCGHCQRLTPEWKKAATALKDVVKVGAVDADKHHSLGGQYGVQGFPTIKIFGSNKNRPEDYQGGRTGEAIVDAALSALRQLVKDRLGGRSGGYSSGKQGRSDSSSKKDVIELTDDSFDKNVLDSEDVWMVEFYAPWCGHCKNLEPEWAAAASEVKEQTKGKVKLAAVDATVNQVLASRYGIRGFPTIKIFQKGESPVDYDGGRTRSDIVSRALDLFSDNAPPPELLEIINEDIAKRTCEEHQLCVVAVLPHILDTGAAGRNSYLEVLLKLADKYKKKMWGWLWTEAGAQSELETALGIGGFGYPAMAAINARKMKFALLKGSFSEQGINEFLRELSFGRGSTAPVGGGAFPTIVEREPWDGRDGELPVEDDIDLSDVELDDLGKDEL
SIRT5 inh: SIRT5 desuccinylase inhibitors, primary screen, biochemical, fluorescence imaging, single point, set 5 | NAD-dependent protein deacylase sirtuin-5, mitochondrial (Homo sapiens), Q9NXA8 | Purified SirT5, succinyl-peptide AMC, trypsin-coupled fluorescence | inhibition, % at 15 µM | 1.1% of 330,000 active | AID 652115, 2013; in the data active = inhibition above about 15%; inconclusive = no clear call, values can overlap the other calls
Target sequence (Q9NXA8 whole entry, looked up): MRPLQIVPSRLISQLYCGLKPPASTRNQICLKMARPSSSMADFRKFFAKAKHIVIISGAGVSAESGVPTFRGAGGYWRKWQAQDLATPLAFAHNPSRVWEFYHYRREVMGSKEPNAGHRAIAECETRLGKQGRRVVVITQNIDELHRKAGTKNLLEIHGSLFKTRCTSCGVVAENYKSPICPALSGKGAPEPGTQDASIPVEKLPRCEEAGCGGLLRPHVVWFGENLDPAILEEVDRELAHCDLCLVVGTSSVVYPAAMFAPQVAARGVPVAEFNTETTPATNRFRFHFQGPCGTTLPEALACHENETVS
ARNT-TACC3 inh: disruptors of ARNT/TACC3 protein interaction, primary screen, biochemical, AlphaScreen, single concentration. 0.66% of 390,000 active. AlphaScreen His-ARNT PAS-B/GST-TACC3 binding, luminescence; TACC3 fragment carries E629A point mutation. Transforming acidic coiled-coil-containing protein 3 (Homo sapiens), Q9Y6A5. inhibition, % at 9.99 µM;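 active = mean inhibition of replicates at least 50% and at least half of replicates each reaching 50%; inconclusive = half or more replicates reach 50% but mean below 50%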;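 also: 0% = complete ARNT plus TACC3 wells and 100% = ARNT alone without TACC3; many hits fall short of the cut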
Active calls of the source: *; u = inconclusive; x = not tested or not shown; [ ] = remark or other dose. The order is random; about 4% have a hit in one of these screens.

SMILES | Cneo AK release | miR-122 sensor | C2C12 statin | esBAF inh | ERp5 inh | SIRT5 inh | ARNT-TACC3 inh
COc1ccc(OC)c(NC(=O)COC(=O)CSc2ccc(Cl)cc2)c1 | 1 | -1 | x | x | x | x | -9
c1ccc(OCCOCCN2CCN(C(c3ccccc3)c3ccccc3)CC2)cc1 | 13 | -25 | x | x | -3 | -8 | x
COc1cc(NC(=O)CSc2nc3c(C)ccc(C)c3cc2C)c(C(=O)O)cc1OC | 0 | -4 | -1 | 7 | 1 | -4 | 6
Cc1ccc(CN2CC(C(=O)N3CCN(c4ccccc4O)CC3)CC2=O)cc1 (stereo not drawn) | 0 | -2 | 28 | 3 | 14 | 0 | x
COC(=O)c1cc2c(cc1Cl)N1CCCCCC1=NS2(=O)=O | x | x | x | x | 0 | 2 | -2
Cc1cc(C)c(S(=O)(=O)NCCCN2CCOCC2)cc1Br | 0 | 57 | 15 | -1 | x | x | -12
COc1ccc(CN(C)C[C@H]2Oc3c(NS(=O)(=O)c4cccs4)cccc3C(=O)N([C@@H](C)CO)C[C@@H]2C)cc1 | 10 | 10[16.7 µM] | x | 3 | 0 | 3 | -4
Cc1nc(C(=O)N/N=C/c2[nH]ncc2Br)cs1 | x | x | x | x | -2 | -7 | 19
O=C(NC(=S)Nc1ccc(S(=O)(=O)N2CCCCC2)cc1)c1ccc(Cl)cc1 | -2 | 7 | 13 | 4 | x | x | 3
O=C(NCc1ccccc1)c1c[nH]c2cc3c(cc2c1=O)OCCO3 | -5 | 2 | -19 | 51* | x | x | 15
C=CCN1C(=O)[C@@H]2Cc3c([nH]c4ccccc34)C(c3ccc(O)cc3)N2C1=S (stereo partly drawn) | -2 | x | -3 | -11 | x | x | -26
CCOc1ccc(NC(=O)c2nn(C)c(C(=O)Nc3ccc(OCC)cc3)c2[N+](=O)[O-])cc1 | -1 | -3 | -2 | 11 | -1 | -6 | 2
Cc1cc(/C=c2\sc3nc4ccccc4n3c2=O)c(C)n1-c1ccc(C(=O)O)cc1 | x | x | x | x | 6 | 13 | 1
C[C@@H]1CN([C@H](C)CO)C(=O)c2cc(C3=CCCC3)cnc2O[C@@H]1CN(C)S(C)(=O)=O | -2 | x | 6 | 1 | 2 | -1 | 7
CN1CCN(C(=O)c2cc(COc3ccc(F)cc3Cl)on2)CC1c1ccccc1 (stereo not drawn) | 3 | -5 | -6 | -1 | 0 | -1 | 13
Cc1ccc(S(=O)(=O)N(C)C[C@@H]2Oc3ccc(NS(=O)(=O)c4cn(C)cn4)cc3C(=O)N([C@H](C)CO)C[C@H]2C)cc1 | x | -7[16.7 µM] | 5 | 8 | x | x | x
COc1ccccc1N1CCN(Cc2cccs2)CC1 | 0 | -4 | 2 | 9 | 1 | -10 | -9
CO[C@@H]1CN(C)C(=O)c2cc(NS(C)(=O)=O)ccc2OC[C@@H](C)N(C(=O)CC2CC2)C[C@H]1C | -60 | x | -9 | 11 | 5 | 0 | -7
Nc1ccc(C(=O)OCc2nc3ccccc3[nH]2)cc1 | 3 | x | -11 | 55* | x | x | 3
CO[C@H]1CN(C)C(=O)c2ccc(NC(=O)C3CCCC3)cc2OC[C@H](C)N(CC2CC2)C[C@H]1C | 41 | x | 7 | 5 | 1 | 6 | -4
O=C(CCN1CCCCC1)NCC[C@@H]1CC[C@@H](NC(=O)C2CCOCC2)[C@@H](CO)O1 | -9 | x | -14 | -3 | -1 | 7 | -11
COc1ccc(S(=O)(=O)Nc2cccc3c2O[C@@H](CN(C)C(=O)Nc2ccccc2)[C@@H](C)CN([C@@H](C)CO)C3=O)cc1 | -5 | 3[16.7 µM] | -39 | -1 | 0 | -1 | x
NC(=O)CSc1nc2cc(S(=O)(=O)N3CCOCC3)ccc2o1 | -1 | -2 | -1 | -3 | 2 | x | -3
CC1CCCCC1NC(=O)C1CC=CCC1C(=O)O (stereo not drawn) | 0 | -11 | x | x | x | x | -6
CCCCCNC(=O)C(C#N)c1nc2ccccc2nc1N1CCCC1 (stereo not drawn) | 1 | -14 | -5 | 2 | x | x | -9
COc1ccc(-c2cc(C(=O)N3CCN(c4ncccn4)CC3)c3ccccc3n2)cc1 | -10 | x | -38 | u | -21 | -6 | -6
CCCCCCCn1c2c(c(=N)c3ccccc31)CCC2 | x | -17 | x | x | 0 | -5 | 6
O=C(c1cccc(F)c1)N1CC[C@@H]2[C@@H](CO)Nc3ccc(-c4ccc(F)cc4)cc3[C@@H]21 | 15 | 5[16.7 µM] | -11 | -3 | 1 | 2 | 9
Brc1cc(/C=N/n2cnnc2)oc1Br | x | x | x | x | 3 | 2 | 2
Cc1ccc(S(=O)(=O)Nc2ccc3c(c2)C(=O)N([C@@H](C)CO)C[C@@H](C)[C@@H](CN(C)C(=O)Nc2ccccc2)O3)cc1 | x | -5[16.7 µM] | 25 | 3 | x | x | x
Cc1cc(F)ccc1C(O)c1ncc(-c2cccc(F)c2)[nH]1 (stereo not drawn) | -2 | x | x | x | 2 | -3 | x
COCCNS(=O)(=O)c1ccc(C)c(C)c1C | x | x | x | x | 8 | -5 | -5
CCn1c(SCC(=O)N2CCCc3ccccc32)nc2c1c(=O)n(C)c(=O)n2C | -2 | 6 | 12 | -1 | x | x | 1
Cc1ccc2c(c1)NC(C(C)(C)C)CO2 (stereo not drawn) | -3 | 0 | 115* | -1 | x | x | 0
COc1ccc([C@H]2CC(=O)C=C(c3cccc4c3Oc3ccccc3S4)C2)cc1OC | -9 | 5 | -2 | 0 | 4 | -2 | 2
COc1ccccc1NC(=O)Cc1csc(NC(=S)Nc2ccccc2)n1 | 2 | 19 | 6 | 12 | x | x | 1
COc1cc(C(=O)OCC(=O)N2CCCCCC2)c([N+](=O)[O-])cc1OC | -1 | -8 | 2 | 2 | 8 | 0 | 3
CCOc1nc(C)ccc1-c1noc(C)n1 | -2 | -5 | -17 | -5 | x | x | -2
CCCCn1c(N)c(N(CCOC)C(=O)COC(=O)COc2ccc(CC)cc2)c(=O)[nH]c1=O | x | x | x | x | 22 | -3 | -5
CC(/C=N/O)Cc1ccc2c(c1)OCO2 (stereo not drawn) | 2 | -1 | -1 | -4 | x | x | 2
O=C(NN1C(=O)C2C3C=CC(O3)C2C1=O)c1ccccc1 (stereo not drawn) | x | x | x | x | -3 | -1 | -4
COc1ccccc1-c1nnc(SC(C)C(=O)O)n1-c1ccccc1 (stereo not drawn) | x | x | x | x | 2 | 2 | -9
CC(C)NC(=O)Nc1ccc2c(c1)C(=O)N([C@H](C)CO)C[C@H](C)[C@H](CN(C)S(C)(=O)=O)OCCCC[C@H](C)O2 | 1 | 0[16.7 µM] | x | 3 | 3 | 0 | -3
CCOC(=O)c1c(NC(=O)CN2C(=O)NC3(CCC(CC)CC3)C2=O)sc(C)c1-c1ccc(C)cc1 (stereo not drawn) | x | x | x | x | -4 | 1 | 1
O=C(CSc1ccc(-c2ccccc2)nn1)NCC1CCCO1 (stereo not drawn) | x | x | x | x | -1 | -4 | 33

A second format for some results above.
Below each compound – Cneo AK release	miR-122 sensor	C2C12 statin	esBAF inh	ERp5 inh	SIRT5 inh	ARNT-TACC3 inh
- COc1ccccc1-c1nnc(SC(C)C(=O)O)n1-c1ccccc1 (stereo not drawn)
 : x	x	x	x	2	2	-9
- CC(C)NC(=O)Nc1ccc2c(c1)C(=O)N([C@H](C)CO)C[C@H](C)[C@H](CN(C)S(C)(=O)=O)OCCCC[C@H](C)O2
 : 1	0[16.7 µM]	x	3	3	0	-3
- CCOC(=O)c1c(NC(=O)CN2C(=O)NC3(CCC(CC)CC3)C2=O)sc(C)c1-c1ccc(C)cc1 (stereo not drawn)
 : x	x	x	x	-4	1	1

Next entries
SMILES | Cneo AK release | miR-122 sensor | C2C12 statin | esBAF inh | ERp5 inh | SIRT5 inh | ARNT-TACC3 inh
CNC(=S)Nc1cc(C(=O)N2CCCC2)ccc1N1CCCC1 | x | x | x | x | 1 | -6 | -3
CC(=O)Nc1ccc(C(C#N)c2ccccc2)cc1 (stereo not drawn) | -2 | 0 | 2 | -11 | 2 | -3 | 1
O=C(C1CCCN(Cc2ccccc2[N+](=O)[O-])C1)N1CCCCC1 (stereo not drawn) | 4 | -2 | 14 | -1 | 0 | -4 | -3
CCOc1ccc(N(CC(=O)NN=C2CCN(C)CC2)S(=O)(=O)c2ccc(Br)cc2)cc1 | 1 | -3 | 5 | -13 | -2 | -3 | 2
COc1ccccc1CNC(=O)c1cc(C)nc2ccccc12 | 16 | 6 | 2 | -6 | 2 | -2 | 1
CO[C@@H](C(=O)N(C)C[C@H]1OCc2ccccc2-c2ccccc2C(=O)N([C@H](C)CO)C[C@H]1C)c1ccccc1 | -4 | x | -12 | 0 | -4 | -7 | -11
O=C(NCc1ccco1)/C(=C/c1ccco1)NC(=O)c1ccc(Br)o1 | -1 | 5 | x | x | 4 | -2 | 0
CC(=O)Oc1ccc(/C=C2/CCc3ccccc3C2=O)cc1 | -6 | -1 | 5 | 52* | 2 | 3 | 5
O=C(Nc1cccc2ccccc12)/C(=C/c1ccc([N+](=O)[O-])cc1)NC(=O)c1ccccc1 | -8 | 238* | 4 | 1 | x | x | -5
O=C(C[C@@H]1CC[C@@H]2[C@H](COC[C@@H](O)CN2Cc2cccc(F)c2)O1)NCC1CCCCC1 | -6 | -7[16.7 µM] | -12 | -3 | -2 | -4 | 1
COc1ccc(OC)c(C2CC(=O)N3CN(c4cccc(Cl)c4C)CSC3=C2C#N)c1 (stereo not drawn) | -3 | x | 18 | 5 | 4 | 1 | 3
Cc1ccc(C(=O)Nc2ccc(Cl)cc2C)c(Cl)c1 | 0 | 1 | 0 | 26 | 6 | -3 | 4
Cc1noc(C)c1NC(=O)N(C)C[C@@H]1Oc2ncc(C#CC3CC3)cc2C(=O)N([C@@H](C)CO)C[C@H]1C | -13 | 7[16.7 µM] | 21 | 52* | -2 | -2 | -8
CN(C)/C=C/C(=O)c1ccc(Cl)cc1Cl | x | x | x | x | 3 | -7 | -5
COc1ccc(S(=O)(=O)N2CCC(C(=O)N(C)Cc3ccc(C)o3)CC2)cc1OC | -1 | x | -7 | -3 | 5 | -2 | x
Cc1cc(C)cc(OCc2nc(-c3cccnc3)no2)c1 | x | x | x | x | 3 | 0 | -2
Cc1ccc(-c2cc(C(F)F)n3ncc(C(=O)Nc4c(C)nn(Cc5c(Cl)cccc5Cl)c4C)c3n2)cc1 | -1 | 3 | -36 | -12 | x | x | 14
CS(=O)(=O)c1ccccc1C(=O)Nc1ccccc1Cc1ccccc1 | x | -7 | 8 | 1 | 1 | -4 | -7
Cc1cc2nc(N)sc2cc1C | -9 | 7 | 9 | 10 | x | x | -7
Cc1ccc(NC(=O)COC(=O)c2sccc2C)cc1S(=O)(=O)N1CCOCC1 | x | x | x | x | -3 | -1 | -3
O=C(C[C@H]1CC[C@@H]2NC[C@@H](O)COC[C@H]2O1)NC1Cc2ccccc2C1 | 1 | 3[16.7 µM] | 4 | -6 | -2 | 0 | -1
COCCNC(=O)[C@@H]1[C@@H](CO)[C@@H]2Cn3c(ccc(-c4ccc(F)cc4)c3=O)[C@H]1N2C(=O)NC(C)C | 0 | 0[16.7 µM] | -11 | 2 | 12 | -34 | -2
O=C(O)CCCCCCC1C(=O)NC(=O)N1CCC(O)C1CCCCC1 (stereo not drawn) | -1 | -16 | 5 | 0 | 2 | -4 | -5
N#Cc1ccc(CN2CCN(C(=O)CC(NC(=O)c3ccccc3)c3ccccc3)CC2)cc1 (stereo not drawn) | -6 | x | 16 | -2 | -2 | 2 | 0

Source: PubChem
